Assay outcomes as filed in PubChem.
ERAP1 HTS inh: ERAP1 (human) enzyme inhibition. inhibition, % at 10.7 µM. Q9NZ08. recombinant ERAP1, Leu-AMC fluorescence, 60 min. actives 0.15% (n = 340,000);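 active = mean replicate inhibition of at least 30%, or all replicates individually reaching that 30% level; inactive = mean below 30% and not every replicate reaching it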;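 note: 0% = neutral control wells and 100% = L-leucinethiol positive control wells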
Target sequence (Q9NZ08 whole entry, looked up): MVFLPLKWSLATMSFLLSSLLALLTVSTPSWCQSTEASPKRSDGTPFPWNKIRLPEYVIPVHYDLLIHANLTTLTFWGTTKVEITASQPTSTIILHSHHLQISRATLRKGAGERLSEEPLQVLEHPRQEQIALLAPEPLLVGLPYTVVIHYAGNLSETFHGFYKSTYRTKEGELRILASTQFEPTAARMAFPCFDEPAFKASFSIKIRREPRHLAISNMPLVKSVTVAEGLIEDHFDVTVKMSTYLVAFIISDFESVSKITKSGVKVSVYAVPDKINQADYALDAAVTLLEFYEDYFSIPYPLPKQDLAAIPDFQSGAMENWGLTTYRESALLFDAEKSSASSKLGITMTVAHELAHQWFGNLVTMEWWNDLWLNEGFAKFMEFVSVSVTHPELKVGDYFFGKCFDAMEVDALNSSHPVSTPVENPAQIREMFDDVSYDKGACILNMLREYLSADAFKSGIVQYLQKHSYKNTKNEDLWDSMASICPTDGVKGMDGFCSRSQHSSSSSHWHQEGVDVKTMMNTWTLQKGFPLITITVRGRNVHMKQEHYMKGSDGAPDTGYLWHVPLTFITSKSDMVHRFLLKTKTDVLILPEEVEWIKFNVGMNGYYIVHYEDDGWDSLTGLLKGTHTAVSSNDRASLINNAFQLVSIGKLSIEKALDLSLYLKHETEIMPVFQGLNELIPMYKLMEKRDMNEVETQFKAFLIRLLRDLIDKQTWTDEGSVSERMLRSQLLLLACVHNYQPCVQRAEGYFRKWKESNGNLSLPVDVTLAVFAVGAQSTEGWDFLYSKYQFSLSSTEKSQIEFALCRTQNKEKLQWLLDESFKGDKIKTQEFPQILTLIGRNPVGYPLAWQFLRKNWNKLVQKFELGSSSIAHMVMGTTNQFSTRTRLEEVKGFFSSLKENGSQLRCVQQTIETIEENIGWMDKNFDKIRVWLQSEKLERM
EWS-Fli inh: inhibitors of EWS/Fli oncoprotein transcriptional activity; inhibition, % at 12.6 µM; actives 0.67% (n = 350,000); A673 NR0B1-luciferase reporter, viability-normalised;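 active = mean inhibition of at least 50% after viability correction, with every replicate also passing that limit; inconclusive = mean reaches 50% but only one of two replicates passes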;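 note: firefly luciferase signal divided by Alamar Blue viability fluorescence both relative to DMSO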
LGR2 inh: Drosophila LGR2 receptor signaling inhibition. AID 720647. actives 0.35% (n = 380,000). HEK293 LGR2, CRE-luciferase, bursicon-stimulated, 4 h. inhibition, % at 9.99 µM;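 active = drop in luminescence signal, shown as inhibition above about 50% in the replicate tests, limit read from the data, passing the limit was not always enough; inconclusive = probably only some replicates passing the limit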;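 note: agonist challenge used bursicon conditioned medium at about half maximal strength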
PglD inh: inhibitors of Campylobacter jejuni PglD acetyltransferase; purified PglD enzyme, DTNB colorimetric CoA detection; inhibition, % at 12.5 µM; actives 0.098% (n = 360,000); AID 602405; in the data active = inhibition above about 16%, passing the limit was not always enough; inconclusive = no clear call, values can overlap the other calls; note: strong numbers were not always called active
PAX8 inh HTS: PAX8 transcriptional activity inhibition; inhibition, % at 12.6 µM; RMG-I TPO-luciferase reporter, SteadyGlo, 24 h; AID 652154; actives 1.2% (n = 360,000);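 active = mean replicate inhibition at least 60% with every replicate also reaching 60%; inconclusive = only one of the two criteria is met; inactive = mean below 60% and not all replicates reaching 60%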;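 note: luciferase light reporting Pax8 driven TPO promoter activity; plate controls were median of neutral control wells for no effect and mitoxantrone controls for full effect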
PGC1a acetyl inh: PGC1a acetylation modulation, inhibitor mode; U2OS PGC1a acetylation, AlphaScreen anti-acetyl-lysine; with virally co-expressed GCN5 acetyltransferase; inhibition, % at 15.6 µM; actives 0.17% (n = 350,000); AID 651687;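 active = every replicate shows inhibition of at least 40%; inconclusive = mean inhibition at least 40% but some replicate below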;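 note: 0% = neutral control wells and 100% = positive control wells; some results beyond the cut were filed as inactive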
FN deposit inh: fibronectin deposition inhibition; AID 743247; inhibition, % at 12.6 µM; actives 0.086% (n = 350,000); AH1F fibroblasts, Alexa488-fibronectin deposition fluorescence, overnight;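 active = mean inhibition across replicates of 30% or more, regardless of how many single replicates reach that level; inconclusive = mean under 30% yet at least half of replicates reach 30%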;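 note: positive control wells lacked labelled fibronectin entirely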
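Material – AH1F fibroblast monolayer, labelled fibronectin deposition · Reagent – labelled fibronectin 24 nM · Timing – 1 h adhesion, overnight exposure · Measured by – fluorescence at 485 nm excitation, 525 nm emission · Read-out – inhibition of fibronectin deposition signal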
S100A4 MyoIIA: inhibitors of human S100A4 binding to myosin IIA peptide. P26447. inhibition, % at 10.7 µM. S100A4/TAMRA-MyoIIA peptide fluorescence polarization. actives 0.14% (n = 360,000);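 active = mean inhibition of at least 70% across replicates, with every replicate also reaching that level; inconclusive = mean inhibition reaches 70% but some replicates fall short; inactive = mean inhibition below 70%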
Target sequence (P26447 whole entry, looked up): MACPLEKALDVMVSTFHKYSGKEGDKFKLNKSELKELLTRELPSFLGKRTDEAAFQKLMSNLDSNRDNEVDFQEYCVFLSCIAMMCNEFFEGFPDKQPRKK
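Compound dosing: one dose per compound; test system: human S100A4 monomer with TAMRA-labelled myosin IIA peptide; probe or stimulus: TAMRA-labelled myosin IIA heavy-chain peptide probe, 5 nM; medium: HEPES buffer with Ca2+, pH 7.2; schedule: 5 min incubation before reading; benchmarks: neutral control DMSO, positive control TFP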
Active calls of the source: *; ? = inconclusive; / = not tested or not shown; & = joins results of further samples. Compounds as they come, and some 2.1% of all compounds hit somewhere here.

SMILES	ERAP1 HTS inh	EWS-Fli inh	LGR2 inh	PglD inh	PAX8 inh HTS	PGC1a acetyl inh	FN deposit inh	S100A4 MyoIIA
CC(C)NC(=O)Nc1cccc2c1O[C@H](CN(C)S(=O)(=O)c1ccccc1)[C@H](C)CN([C@H](C)CO)C2=O	-0.3	-9.5	-7.3	-0.5	0.7	-3.4	-6.0	-10.1
CCn1ncc(/C=N/NC(=O)c2ccc3c(c2)OCO3)c1C	/	/	/	-1.1	10.8	5.5	0.0	/
COc1ccccc1C(=O)NCCC(=O)NC1CCC(C)CC1 (stereo unspecified)	-5.7	-85.8	-26.9	1.5	-137.6	-4.3	5.1	-6.6
Cc1ccc(S(=O)(=O)N(C)C[C@@H]2Oc3c(NC(=O)C4CCOCC4)cccc3C(=O)N([C@@H](C)CO)C[C@@H]2C)cc1	-0.7	4.4	1.4	-1.7	-17.9	26.5	/	-13.0
C[C@H]1CN([C@@H](C)CO)C(=O)c2cc(NC(=O)C3CCCCC3)ccc2O[C@H]1CN(C)C(=O)Nc1ccc2c(c1)OCO2	3.9	1.6&-10.0	4.5&10.2	-0.4&0.7	2.5&-9.9	-9.4	3.3	24.9
O=C(NCc1ccccc1)NC(=O)c1ccc(Cl)cc1	2.6	1.0	-1.6	-0.6	-6.5	-1.1	-2.0	20.7
CCOC(=O)N1CCC(N2C(=O)c3ccc(C(=O)NCc4ccc(F)cc4)cc3C2=O)CC1	-3.1	-10.1	2.6	4.3	-9.6	2.4	5.5	-11.4
COc1ccc(C(CC(=O)O)NS(=O)(=O)c2ccc3c(c2)NC(=O)CO3)cc1 (stereo unspecified)	-0.2	3.2	6.8	4.2	0.8	/	5.9	0.9
Cn1c(CCN2CCCC2)nc2cc(NS(=O)(=O)c3ccccc3)ccc21	0.2	/	3.1	0.1	119.1*	0.3	-2.6	-4.9
CC(=O)[C@@]12O[C@]3(COC[C@H](c4ccccc4)N3C1=O)[C@@H]1C(=O)N(c3ccccc3)C(=O)[C@@H]12	-2.1	-5.8	/	1.2	-24.5	5.5	/	-25.1
CCCn1c(NC(=O)CN2C(=O)NC3(CCCC3)C2=O)nc2ccccc21	2.8	0.8	3.9	0.7	-7.0	/	-5.5	-3.2
C#CCSc1nnc(CNS(=O)(=O)c2ccc(Br)cc2)n1C	1.3	5.3	1.3	0.6	8.6	3.4	/	-3.8
Cn1c2ccc(Cl)cc2c2nc3ccccc3nc21	-0.8	-77.7	-77.7	3.9	-23.8	5.5	3.0	1.9
CCCOc1ccc(F)cc1-c1cc(C(=O)NC(C)C)[nH]n1	-3.2	-4.0	-8.4	5.4	-4.2	-5.6	10.4	5.0
Cn1c(=O)n(C)c2cc([N+](=O)[O-])c(N3CCN(C(=O)C(C)(C)C)CC3)cc21	5.0	10.9	9.7	/	12.6	-8.3	-3.7	3.0
O=C(NCc1ccc(F)cc1)C(=O)NCC(c1ccco1)N1CCOCC1 (stereo unspecified)	-0.3	-2.3	-9.1	-0.2	17.4	-3.7	-8.4	2.7
CNCCOc1ccc(Cl)c(Cl)c1	-0.9	0.4	-32.7	-6.5	5.4	-3.8	-10.5	0.4
Cc1cc(N2CCN(c3nc(-c4ccccc4)cs3)CC2)c2ccccc2n1	-0.1	17.8	33.7	-0.5	29.1	-11.4	3.4	-5.0
CN(C)C(=O)Cn1cc(S(=O)(=O)Cc2ccccc2)c2ccccc21	-4.8	4.8	-9.7	-0.2	5.1	1.2	-9.8	-1.6
CC1CCCCN1C(=O)c1c(Cl)cnn1C (stereo unspecified)	0.5	/	0.7	0.9	9.9	/	/	-1.4
COc1ccc([N+](=O)[O-])cc1N(CC(O)CN1CCCCC1)S(=O)(=O)c1ccc(C)cc1 (stereo unspecified)	2.0	-1.4	17.5	5.0	8.6	-20.4	/	1.6
COc1ccc(C#Cc2ccc([C@@H]3[C@H](CO)N4C(=O)CN(C(=O)c5ccccc5)C[C@@H]34)cc2)cc1	-0.2	10.9	0.9	/	?	8.5	/	69.6
NC(=O)C1CCN(c2nc(-c3ccc(Br)cc3)cs2)CC1	2.7	-7.8	-53.0	/	-62.8	/	2.6	-9.0
CSc1c(CC(=O)Nc2ccc(F)cc2)n(Cc2ccccc2)c2ccccc12	-4.9	2.4	1.9	/	6.3	/	6.5	-6.6
C/C(=N\NC(=O)c1cc(C)nc2ccccc12)c1cccc(Cl)c1	-3.2	12.7	-12.8	-1.0	-20.4	/	0.9	-35.8
CC(C)NC(=O)Nc1ccc2c(c1)C(=O)N(C)[C@@H]1CC[C@H](CC(=O)NCC(F)(F)F)O[C@@H]1CO2	/	6.5	9.1	3.4	-3.5	1.8	-4.5	/
Cn1c2ccccc2c2cc(C(=O)NNC(=O)CCl)sc21	-3.9	5.5	7.3	/	19.7	1.0	-8.2	5.5
CCOC(=O)Cc1csc(/C(=N/O)C(N)=O)n1	/	/	2.4	2.8	/	-14.3	0.9	/
CSCCCN1CCCC(CO)(Cc2ccccc2F)C1 (stereo unspecified)	-2.2	1.7	-2.5	1.0	9.9	/	12.3	-4.7
O=C(CN1CCN(S(=O)(=O)c2ccccc2)CC1)NC(=O)NCc1ccco1	3.8	-2.0	14.2	0.7	1.6	5.5	3.2	-1.6
CC(C)C(=O)Nc1ccc(C(=O)NCc2cccnc2)cc1	-0.2	/	-4.0	-1.1	/	/	/	5.7
CCC(=O)Nc1ccc2c(c1)OC[C@H](C)N(CCC(F)(F)F)C[C@@H](C)[C@@H](OC)CN(C)C2=O	0.5	3.4	11.9	0.5	12.7	/	-6.7	12.3
CN(C(=O)C1CCCN(c2ncnc3c2nc2n3CCCCC2)C1)c1cccc(Cl)c1 (stereo unspecified)	2.2	20.9	-5.2	0.8	16.6	-6.1	-2.6	1.2
O=S(=O)(c1cccc2nsnc12)N1CCN(Cc2ccccc2)CC1	-5.2	8.4	4.0	0.4	-8.0	2.2	7.8	1.2
N#Cc1c2ccc(OCC(N)=O)cc2n2ccccc12	-2.5	19.7	11.7	1.7	8.5	-1.0	-3.1	1.0
COc1cccc(/C=N/NC(=O)CN2C(=O)NC3NC(=O)NC32)c1 (stereo unspecified)	/	/	-3.2	2.5	-18.0	/	2.0	/
CCOC(=O)N1CCN(S(=O)(=O)N2CCCC(C(=O)NCCCN3CCC(C)CC3)C2)CC1 (stereo unspecified)	0.5	/	-5.5	-3.3	-3.6	12.4	-8.4	-0.2
C[C@@H](C(=O)N=c1sc2ccccc2n1C)N1C(=O)C2CC=CCC2C1=O (stereo partly specified)	2.4	-16.7	4.1	/	/	6.0	-1.6	0.7
COc1cccc(S(=O)(=O)N[C@@H]2CC[C@@H](CCN)O[C@H]2CO)c1	-1.5	1.8	-0.9	9.0	5.6	8.3	-7.3	-4.6
CC(C)(C)c1ccc(-c2nc3cc(N)ccc3o2)cc1	2.0	5.5	/	-3.3	0.1	-6.8	-10.0	2.9
COc1cccc(CNc2ncc(C(=O)Nc3cc(OC)c(OC)c(OC)c3)c(C)n2)c1	5.3	52.3*	-10.7	-0.2	32.6	-0.9	17.9	-7.7
CC(C)(C)c1nc(SCC(=O)N2CCCC2)c2ccccc2n1	0.3	-5.9	14.2	/	1.8	2.0	-1.2	-2.3
CCS(=O)(=O)Nc1ccc2c(c1)C(=O)N(C)[C@H]1CC[C@H](CC(=O)NCc3ccc(OC)cc3)O[C@H]1CO2	-0.9	-5.3	-3.1	-1.7	8.6	1.0	-23.2	10.6
COc1ccccc1CN(C)C(=O)c1ccccc1SCC(=O)N1CCCC1	0.6	1.6	0.4	1.8	-6.3	/	-2.2	-0.5
CCN1C(=O)[C@H]2[C@@H](c3ccc(C)cc3)N3C(=O)N(c4cccc(Cl)c4)C(=O)[C@@]3(Cc3ccccc3)[C@H]2C1=O	4.3	1.1	-3.4	1.1	8.6	/	-1.6	6.0
COc1ccc(-c2cc3c(=O)n(CC(=O)NCCCN4CCC(N5CCCCC5)CC4)ncn3n2)cc1	-2.1	-48.3	0.3	1.0	-34.3	-1.6	-20.8	1.3
COCCn1c(C)cc(C(=O)CSc2nc3ccccc3c(=O)n2C(C)COC)c1C (stereo unspecified)	11.1	3.5	-27.9	/	23.0	-5.0	-3.5	-7.6
COCCCn1c(C(=O)NCCN2CCOCC2)cc2c(=O)n3ccccc3nc21	41.7*	-6.2	7.8	-1.1	5.6	/	-3.2	1.7

Arranged by value in LGR2 inh (low to high): some entries from above.
SMILES,ERAP1 HTS inh,LGR2 inh,PglD inh,PGC1a acetyl inh,S100A4 MyoIIA
COCCn1c(C)cc(C(=O)CSc2nc3ccccc3c(=O)n2C(C)COC)c1C (stereo unspecified),11.1,-27.9,/,-5.0,-7.6
CCS(=O)(=O)Nc1ccc2c(c1)C(=O)N(C)[C@H]1CC[C@H](CC(=O)NCc3ccc(OC)cc3)O[C@H]1CO2,-0.9,-3.1,-1.7,1.0,10.6
CC(C)(C)c1nc(SCC(=O)N2CCCC2)c2ccccc2n1,0.3,14.2,/,2.0,-2.3

Following part:
SMILES	ERAP1 HTS inh	EWS-Fli inh	LGR2 inh	PglD inh	PAX8 inh HTS	PGC1a acetyl inh	FN deposit inh	S100A4 MyoIIA
Cn1cc(-c2ccccc2C(=O)O)c(=O)c2cc(Cl)ccc21	1.9	8.9	3.9	4.5	2.5	/	4.6	-1.6
CCc1cccc(CC)c1NC(=O)COC(=O)/C(C#N)=C/c1ccc(OC)cc1	-4.8	8.5	/	/	11.3	/	5.3	3.6
O=C(C[C@@H]1CC[C@@H]2[C@H](COC[C@@H](O)CN2Cc2ccc(Cl)cc2)O1)NCc1ccccc1Cl	-0.4	-2.0	-17.4	2.6	11.6	-26.5	-8.9	11.1
CCOC(=O)C1(CCc2ccccc2)CCN(C(=O)c2occc2C)CC1	7.7	-8.2	19.5	/	-14.4	-18.9	/	-7.2
Cc1cc(C)c2cc(CN(CCN(C)C)C(=O)Nc3ccccc3Cl)c(=O)[nH]c2c1	-8.7	18.3	-15.4	/	15.5	/	-3.8	-3.5
CC(C)(C)NC(=O)C(c1ccccc1)n1c(=O)c(-c2ccco2)nc2ccccc21 (stereo unspecified)	/	7.8	2.9	/	6.6	/	-6.6	-6.0
O=C(C[C@@H]1CC[C@H]2[C@@H](COC[C@@H](O)CN2C(=O)Cc2ccccc2)O1)NC1CCCC1	0.7	-7.2	-5.4	1.6	-2.4	-2.5	-3.4	5.7
O=C(c1ccccc1NS(=O)(=O)c1ccc(Br)s1)N1CCOCC1	/	/	/	-3.4	2.0	3.4	-0.1	/
CCCCCCn1c(N2CCCC2)nc2c1c(=O)n(C)c(=O)n2C	1.8	14.6	5.0	6.3	17.5	-5.6	5.7	1.1
COc1ccc(C(=O)Nc2sc3c(c2C(=O)NCc2ccco2)CCCC3)cc1OC	/	/	/	0.6	17.5	-12.0	-5.6	/
Fc1cccc(-c2cncc(N3CCN(CCN4CCCC4)CC3)n2)c1	-2.5	-0.7	-4.8	2.6	6.5	2.4	-4.4	-3.3
N#Cc1ccc(-c2ccc(C3[C@@H]4CN(C(=O)c5ccncc5)C[C@H]3N4)cc2)cc1 (stereo partly specified)	/	-9.1&-10.1	3.3&-7.4	/	-9.4&11.3	5.5&13.3	-2.5&-1.7	/
CC(=O)Nc1ccc(C(=O)N/C(=C\c2ccccc2)C(=O)Nc2cccc(C(=O)O)c2)cc1	-27.8	8.5	0.8	3.3	2.1	10.9	4.1	-37.4
